HUVEC tox TNFa: HUVEC cytotoxicity counter-screen, TNF alpha stimulated. HUVEC TNFalpha-stimulated, Hoechst cell count, imaging. cell count reduction, % at 2 µM. hit rate 0.17% among 93,000;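 active = cell count reduction exceeding the screen mean by over 5 SD, scaled to untreated wells per plate, cut at about 78% in these data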;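 note: cells counted after 24 h of TNF alpha exposure following the 1 h pretreatment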
MT1-MMP txn act: activates MT1-MMP transcription; activation factor at 10 µM; hit rate 0.16% among 86,000; HT1080 MT1-MMP promoter luciferase reporter, luminescence, overnight; stronger effect = higher value;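 active = activation factor of at least 2 for MT1-MMP transcription at 10 µM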
DAT uptake mod: changed human dopamine transporter uptake under cocaine IC80; LLC-PK1 hDAT cells, [14C]-dopamine uptake with cocaine IC80; actives deviate in either direction; B-score at 10 µM; hit rate 1.3% among 110,000;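 active = Z score or B-score, a plate-position-corrected score, falls beyond the plate's 99.7% confidence bounds, in either direction; inactive = both scores lie inside the 99.7% bounds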;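 note: scored against the spread of the other compound wells on the same plate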
Target sequence (Q01959 whole entry, looked up): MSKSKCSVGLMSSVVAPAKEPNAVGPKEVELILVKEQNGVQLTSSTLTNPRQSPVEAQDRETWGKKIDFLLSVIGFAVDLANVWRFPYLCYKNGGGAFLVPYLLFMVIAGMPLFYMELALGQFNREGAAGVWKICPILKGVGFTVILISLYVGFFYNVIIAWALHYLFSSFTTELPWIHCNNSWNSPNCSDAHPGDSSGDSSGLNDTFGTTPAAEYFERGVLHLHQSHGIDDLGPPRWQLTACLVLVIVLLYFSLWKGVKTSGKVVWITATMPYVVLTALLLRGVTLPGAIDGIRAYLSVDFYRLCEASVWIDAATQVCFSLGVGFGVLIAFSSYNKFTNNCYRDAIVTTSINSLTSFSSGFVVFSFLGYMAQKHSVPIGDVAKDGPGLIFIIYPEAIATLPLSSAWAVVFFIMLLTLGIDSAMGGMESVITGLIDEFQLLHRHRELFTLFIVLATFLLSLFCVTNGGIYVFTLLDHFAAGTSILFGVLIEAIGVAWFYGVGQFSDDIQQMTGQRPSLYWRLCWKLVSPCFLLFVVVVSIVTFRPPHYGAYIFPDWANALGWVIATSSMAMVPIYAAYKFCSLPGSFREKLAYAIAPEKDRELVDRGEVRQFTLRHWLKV
PTPN22 inh 2: blocks human PTPN22 phosphatase activity; Q9Y2R2; recombinant LYP catalytic domain, DiFMUP fluorescence; inhibition, % at 2 µM; hit rate 0.21% among 96,000;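 active = inhibition at 2 µM at or above a set limit, the screen mean plus 3 SD, cut at about 24% in these data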;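 note: 0% = DMSO with enzyme and 100% = enzyme fully blocked by orthovanadate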
Smad3 inh: blocks human Smad3 binding to FoxH1 peptide. P84022. TR-FRET Smad3/Dy647-FoxH1 peptide binding, europium anti-His. inhibition, % at 25 µM. hit rate 0.29% among 88,000. AID 630;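 active = compounds that reduce the energy-transfer binding signal between the protein and its labelled peptide by more than half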;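 note: 0% = Smad3 plus labelled peptide maximal FRET and 100% = peptide-only background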
Target sequence (P84022 whole entry, looked up): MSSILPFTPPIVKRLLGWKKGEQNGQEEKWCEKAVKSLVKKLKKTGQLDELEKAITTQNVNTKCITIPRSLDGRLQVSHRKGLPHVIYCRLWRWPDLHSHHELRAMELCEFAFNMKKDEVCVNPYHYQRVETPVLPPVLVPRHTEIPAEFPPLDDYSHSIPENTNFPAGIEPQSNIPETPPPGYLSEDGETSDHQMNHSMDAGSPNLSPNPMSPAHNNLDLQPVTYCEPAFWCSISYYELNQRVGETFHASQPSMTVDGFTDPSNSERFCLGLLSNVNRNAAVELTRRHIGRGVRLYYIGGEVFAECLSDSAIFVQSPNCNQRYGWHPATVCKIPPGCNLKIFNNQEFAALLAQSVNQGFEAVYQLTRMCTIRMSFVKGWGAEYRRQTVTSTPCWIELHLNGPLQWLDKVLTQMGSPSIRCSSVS
VCAM1 TNFa inh: reduces TNF alpha induced VCAM1 expression in HUVEC; AID 802; HUVEC TNFa-induced VCAM-1 immunofluorescence, high-content imaging; hit rate 0.48% among 95,000; inhibition, % at 2 µM;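 active = inhibition above the batch mean plus 3 SD, with images confirmed as a hit by eye, cut at about 37% in these data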;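 note: 0% = TNF-stimulated DMSO wells and 100% = unstimulated control wells; not every result past the cut was called active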
F-actin modifier: modifiers of cytoskeleton assembly | HUVEC TNFa F-actin phalloidin imaging, high content | inhibition, % at 2 µM | hit rate 0.18% among 91,000;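 active = inhibition above the batch mean plus 3 SD and confirmed as a hit by visual image inspection, cut at about 30% in these data, passing the limit was not always enough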; note: strong numbers were not always called active
Calb biofilm kill: kills Candida albicans biofilms | inhibition, % at 6 µM | C. albicans biofilm + clotrimazole, Alamar Blue | hit rate 0.14% among 85,000 | AID 834;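 active = inhibition above 20%; inactive = inhibition below 20%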;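 note: preformed 24 hr biofilms exposed to compound for 48 hr; 0% = biofilm without compound and 100% = blank killed by clotrimazole plus chlorhexidine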
IL1B cytotox: HUVEC cytotoxicity counter-screen, IL-1B stimulated. HUVEC cell count loss, Hoechst imaging. AID 845. cell count reduction, % at 2 µM. hit rate 0.41% among 94,000;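 active = cell count reduction more than 3 SD above the screen-wide mean, cut at about 70% in these data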;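 note: normalized per plate to untreated control cells as the no-loss baseline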
Starred values were filed as active, the others as inactive; / = no result given; [ ] = dose if it differs, or a comment.

SMILES	HUVEC tox TNFa	MT1-MMP txn act	DAT uptake mod	PTPN22 inh 2	Smad3 inh	VCAM1 TNFa inh	F-actin modifier	Calb biofilm kill	IL1B cytotox
Cc1cc(Nc2ccc(N3CCC(C)CC3)cc2)n2ncnc2n1	-12	1.1	-0.2	0	4	11	-1	2	-5
O=C(CN(C1CCCCC1)S(=O)(=O)c1ccc(F)cc1)NCc1ccncc1	6	1.3	0.78	-2	/	-6	0	/	8
N#Cc1cccc(CSc2nnc(CCCO)n2-c2ccccc2)c1	-30	1.1	0.59	0	6	-2	47	9	11
Cc1cc(C)c2c(CC(=O)Nc3nccs3)coc2c1	-2	1.1	-0.097	-9	1	15	-6	-5	0
O=C(NC1CCS(=O)(=O)C1)c1cccc(S(=O)(=O)N2CCCCC2)c1 (stereo unspecified)	15	1.2	0.019	0	-7	1	7	9	6
Cc1ccc(CNC(=O)COC(=O)c2cnccn2)cc1	-15	1.1	-0.55	3	1	3	-4	11	-6
CCn1c(SCc2nc3ccccc3s2)nnc1-c1cccs1	-11	1.7	1.3	10	/	-2	25	/	-20
CCCOc1ccc(-c2nc(OCC)c3ccccc3n2)cc1	-1	1.2	0.56	9	7	-17	-15	1	-76
O=[N+]([O-])c1ccc(Nc2nc(N/N=C\c3ccc4c(c3)OCO4)nc(N3CCCCC3)n2)cc1	7	/	0.46	3	/	-16	-27	/	8
Cc1cc(C(C)(C)C)cc(C)c1COC(=O)C1CCC(=O)N1 (stereo unspecified)	-46	1.1	0.13	27*	4	-16	-8	1	-10
CCC(C)NC(=O)CSc1nnc(-c2cc(-c3cccs3)nc3ccccc23)o1 (stereo unspecified)	-16	1.3	-0.6	9	8	3	4	-2	0
O=C(CC1NC2CCCCC2NC1=O)Nc1cccc(C(F)(F)F)c1 (stereo unspecified)	20	1.2	-0.22	-3	2	0	-1	6	40
CC(NC(=O)C1CCC(=O)N1Cc1ccc(F)cc1)c1ccc2c(c1)OCCO2 (stereo unspecified)	-31	1.2	-1.3	-11	7	5	3	7	-1
CC1CC(C)CN(CCC(=O)Nc2cccc(Cl)c2)C1 (stereo unspecified)	-43	/	0.0026	-1	3	8	16	6	-35
COc1ccc(/C=C2\CCCC3C2=NN(C(=O)c2ccco2)C3c2ccc(OC)c(OC)c2)cc1OC (stereo unspecified)	-4	/	1.5	4	/	-3	-2	/	8
CCOC(=O)c1[nH]c(C)c(C(=O)O)c1C	-15	/	-0.2	3	/	4	7	/	10
CC(C)C[C@H](NC(=O)OC(C)(C)C)C(=O)N1CCC(C(=O)O)CC1	-11	1.2	1	-4	1	2	-9	7	-7
CCCCC(CCC(=O)O)(C(=O)OCC)c1csc(N)n1 (stereo unspecified)	-30	1.2	-0.21	13	4	-14	-18	8	-7
CCCOC(=O)c1c(NC(=O)CSc2nc(-c3ccco3)cc(C(F)(F)F)n2)sc(C(=O)OC)c1C	-26	1.2	-0.6	-4	11	12	2	7	-27
COc1ccc(-n2c(Cc3cccn3C)nnc2SCC(=O)Nc2nccs2)cc1	/	1	-0.69	/	9	/	/	7	/
Cc1cc(C)c(C#N)c(SCc2ccc3c(c2)OCO3)n1	0	1	-0.066	6	-2	-22	16	2	-2
Cc1ccc(C)n1NC(=O)c1ccco1	-29	1	-0.096	-6	0	5	-8	-2	-46
O=C(/C=C/Nc1ccccc1Br)c1ccccn1	32	/	0.012	7	-2	6	22	-4	12
CCOC(=O)CNc1c(-c2ccccc2)nc2ccc(Cl)cn12	-13	1.3	-0.023	4	2	15	26	5	8
COc1cccc2c(=O)n(CC(=O)N3CCc4ccccc43)ccc12	10	/	-0.96	-6	/	20	1	/	5
CCSc1cc(C2C(C(=O)OC)=C(C)NC3=C2C(=O)CCC3)c(C)o1 (stereo unspecified)	-12	1.1	0.8	-2	/	0	3	/	-15
Cc1ccc2c(c1)N(CC(=O)N1CCCc3ccccc31)C(=O)CO2	-1	1.3	1.1	-12	4[fluorescence artefact?]	-3	10	6	2
O=c1oc2cc(OCc3ccc(F)cc3F)ccc2cc1-c1ccccn1	-10	/	-0.59	3	/	3	2	/	8
CNC(=O)NC1CCCc2ccccc21 (stereo unspecified)	-12	1.1	-0.035	-8	-1	2	-35	10	-2
COCCN(C(=O)C1CC1)c1nnc(-c2ccc(C)cc2)s1	-9	1.4	0.23	4	-1	8	-14	4	-5
Cc1nc(N2N=C3/C(=C/c4ccc(F)cc4)CCCC3C2c2ccc(F)cc2)sc1C(=O)N(C)C (stereo unspecified)	-4	/	/	6	/	16	-9	/	4
O=C(NCc1ccco1)C1c2ccccc2Oc2ccccc21	-5	1	0.012	-3	/	14	-37	/	-38
O=C1CCCC2=C1C(c1cccs1)Nc1ccc3ncccc3c12 (stereo unspecified)	-12	/	0.37	2	/	11	14	/	-4
O=c1c2ccccc2nc(SCc2ccccc2Cl)n1Cc1ccccc1	13	/	0.87	11	/	-1	-4	/	7
CC(C)c1nc2oc3c(NCc4cccnc4)ncnc3c2c2c1CCC2	/	1	-0.44	/	-5	/	/	2	/
COc1ccc(C2C(C#N)=C(N)Oc3cc(C)n(CCN4CCOCC4)c(=O)c32)cc1OC (stereo unspecified)	/	1.1	0.83	/	-16	/	/	-5	/
COCCNC(=O)Cn1cnc2c1c(=O)n(C)c(=O)n2C	-26	/	0.65	2	0	2	7	-2	-103
O=C(CN1CCOCC1)c1c[nH]c2ccccc12	9	1.1	-0.32	-6	-4	18	5	5	-3
Cc1cccc(OCC(O)CN2C(C)(C)CC(O)CC2(C)C)c1C (stereo unspecified)	-18	1.1	-1.4	0	5	9	18	0	-1
CCn1c(-c2cc(-c3cc(OC)ccc3OC)nc3ccccc23)n[nH]c1=S	-10	/	0.3	2	/	8	3	/	2
Cc1cc(Nc2ncc(Cl)cc2Cl)n[nH]1	-12	1.3	1.1	8	1	-13	-51	8	7
Cc1[nH]n2c(=O)c3c(nc2c1-c1ccc(Cl)cc1)CCC3	/	0.9	-2.7*	/	8	/	/	10	/
COc1ccc(C(=O)CSc2nc3ccccc3n2CC(=O)NC(C)(C)C)cc1	-4	/	-0.33	-8	/	-16	10	/	2
CCSc1nc(C)c(C(C)=O)cc1C#N	-10	1	-1.5	-1	1	6	-1	4	-30
c1ccc(Cn2nnnc2CN2CCN(c3ncccn3)CC2)cc1	-22	1.1	0.43	4	3	13	8	4	-14
FCCCOc1ccc(-c2nccc(-c3ccc(F)cc3)n2)cc1	-9	/	0.23	-3	/	8	6	/	16
Cc1noc(C)c1C(=O)OCC(=O)Nc1ccccc1C(=O)NC(C)c1ccccc1 (stereo unspecified)	-1	1.1	0.76	-6	3	12	-11	7	0
CC(C)(C)NC(=O)c1ccncc1	-2	1	-0.044	5	-2	14	11	-3	/
O=C(CSc1nnc(-c2ccco2)n1CC1CCCO1)c1ccccc1 (stereo unspecified)	-7	1.2	0.051	0	-3	6	7	9	8
Cc1ccc(S(=O)(=O)N2CCN(S(C)(=O)=O)C2)cc1	-22	1.2	-0.77	3	6	4	8	4	-241
CCOc1ccc(C)cc1S(=O)(=O)NC1CCCCC1	-12	1.2	0.007	-9	8	1	7	0	-18
CC1CCCCC1NC(=O)COC(=O)c1ccccc1NC(=O)c1ccco1 (stereo unspecified)	52	/	-0.47	13	/	5	3	/	46
COCCN(Cc1cc2cccc(C)c2n2nnnc12)C(=O)C(F)(F)F	12	1	-0.15	-12	5	7	-22	/	44
Cc1cc(C)cc(N2Cc3ccccc3C2)c1	-32	/	-0.8	1	7	25	-9	13	9
COc1cccc(N2CCN(c3c(C#N)c(C(F)(F)F)nn3C)CC2)c1	-2	/	0.47	-5	-7	18	8	17	16
C=CCSc1nc(Cc2ccc(Cl)cc2)nc2ccccc12	-16	/	0.54	12	/	-2	-4	/	-5
Oc1ccccc1Oc1ncc(Br)c(N2CCOCC2)n1	-13	1.2	-0.00018	-9	2	-12	20	7	19
O=C1CN(C(=O)c2ccc(Br)o2)C(c2ccccc2)c2cc(F)ccc2N1 (stereo unspecified)	-16	1.2	0.051	-14	-4	10	-9	14	-2
C=CCN1CCN(C(c2ccc(Cl)cc2)c2nnnn2CCc2ccc(OC)c(OC)c2)CC1 (stereo unspecified)	-32	1.1	0.12	-7	0	8	12	8	9
Cc1ccc(CCNC(=O)C2CCCN(S(=O)(=O)c3cccc4nsnc34)C2)cc1 (stereo unspecified)	-19	1	-1.3	3	13[fluorescence artefact?]	-5	21	3	-7

Next compounds
SMILES	HUVEC tox TNFa	MT1-MMP txn act	DAT uptake mod	PTPN22 inh 2	Smad3 inh	VCAM1 TNFa inh	F-actin modifier	Calb biofilm kill	IL1B cytotox
COc1ccc(S(=O)(=O)N(C)C2CCS(=O)(=O)C2)cc1OC (stereo unspecified)	-7	1.1	-0.22	8	0	4	10	6	-22
N#Cc1nc(-c2cccc(Cl)c2)oc1NCc1cccnc1	-13	1.2	1.4	-4	-3	2	12	0	-5
N#Cc1ncc(C(F)(F)F)cc1Sc1ccc(N)cc1	-7	1.1	0.45	7	7	13	/	-4	22
Cc1[nH]c(C)c(C(=O)O)c1CNC1CCCCC1C (stereo unspecified)	/	1.1	-0.07	/	5	/	/	5	/
Cc1cc(C(=O)Nc2c(C)nn(Cc3c(Cl)cccc3Cl)c2C)no1	-29	1.1	-0.48	-5	12	-28	13	9	3
Cc1ccc(C)c(N(C(=O)Cc2cccs2)C(C(=O)NC2CCCC2)c2ccc(C)o2)c1 (stereo unspecified)	14	/	0.97	11	/	-2	-1	/	38
c1ccc2c(c1)[nH]c1c(N3CCC4(CC3)OCCO4)ncnc12	-9	1.2	0.13	-4	0	8	13	7	12
CCOC(=O)c1cnc(SCC(=O)Nc2ccc(N3CCOCC3)cc2)nc1N	-23	1.2	/	4	11	-7	22	-2	1
CC(C)NC(=O)C1CCN(C(=O)c2cc3sccc3n2Cc2ccc(F)cc2)CC1	2	1	-0.03	13	5	-5	-14	2	43
Cc1ccc(C)c(N2CCN(CCCNC(=O)Cn3cc4c(n3)CCC(C)C4)CC2)c1 (stereo unspecified)	0	1.1	/	3	-16[fluorescence artefact?]	8	22	-3	-12
CC(c1ccccc1)C1CC(=O)N(CC(=O)O)C1=O (stereo unspecified)	-12	1	0.0095	-2	2[fluorescence artefact?]	-16	3	6	-6
CC(=O)c1c(C)nc(-c2ccccc2)nc1NC(=O)C(C)C	-12	1.1	-1.1	2	-13	25	-5	4	-9
COc1ccccc1N(CC(=O)Nc1ccc(S(=O)(=O)N2CCCCC2)cc1)S(C)(=O)=O	-32	1.1	2.1	7	7[fluorescence artefact?]	9	-8	5	-23
COc1ccc(/C(O)=C2/C(=O)C(=O)N(CCN(C)C)C2c2ccc(F)cc2)cc1Cl (stereo unspecified)	-16	1	0.81	0	8[fluorescence artefact?]	7	-35	2	-29
NC(=O)NC(=O)Nc1ccccc1Cl	-15	1.2	0.23	0	-5	-18	-18	1	-26
O=c1c2ccccc2nc2n1CCN2	-16	1.2	-0.81	5	9	7	-2	7	1
O=S(=O)(Cc1ccccc1)N1CCc2ccccc2C1	-5	/	-0.11	-3	4	3	-3	3	6
Cc1ccc(NS(=O)(=O)c2ccc(N3C(=O)CCC3=O)cc2)cc1	-8	/	-0.57	-5	/	-12	1	/	-11

Compound profiles, from the list above. Values in the order: HUVEC tox TNFa	MT1-MMP txn act	DAT uptake mod	PTPN22 inh 2	Smad3 inh	VCAM1 TNFa inh	F-actin modifier	Calb biofilm kill	IL1B cytotox
`O=c1c2ccccc2nc2n1CCN2` is entered as -16	1.2	-0.81	5	9	7	-2	7	1
`COc1ccc(/C(O)=C2/C(=O)C(=O)N(CCN(C)C)C2c2ccc(F)cc2)cc1Cl` (stereo unspecified) is entered as -16	1	0.81	0	8[fluorescence artefact?]	7	-35	2	-29
`NC(=O)NC(=O)Nc1ccccc1Cl` is entered as -15	1.2	0.23	0	-5	-18	-18	1	-26
`COc1ccccc1N(CC(=O)Nc1ccc(S(=O)(=O)N2CCCCC2)cc1)S(C)(=O)=O` is entered as -32	1.1	2.1	7	7[fluorescence artefact?]	9	-8	5	-23

From PubChem BioAssay

Only part of the results is shown; count on the stated rates, not on these rows.
